High-throughput results (PubChem)
TNAP inh no acc – inhibitors of human TNAP without phosphate acceptor. P05186. purified TNAP, CDP-star luminescence, 30 min. inhibition, % at 20 µM. 200,000 compounds, 0.26% hits;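 active = tissue-nonspecific alkaline phosphatase inhibition above about 50% at 20 µM in the single-dose screen, limit read from the data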;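 also: 0% = DMSO negative control and 100% = EDTA positive control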
Target sequence (P05186 whole entry, looked up): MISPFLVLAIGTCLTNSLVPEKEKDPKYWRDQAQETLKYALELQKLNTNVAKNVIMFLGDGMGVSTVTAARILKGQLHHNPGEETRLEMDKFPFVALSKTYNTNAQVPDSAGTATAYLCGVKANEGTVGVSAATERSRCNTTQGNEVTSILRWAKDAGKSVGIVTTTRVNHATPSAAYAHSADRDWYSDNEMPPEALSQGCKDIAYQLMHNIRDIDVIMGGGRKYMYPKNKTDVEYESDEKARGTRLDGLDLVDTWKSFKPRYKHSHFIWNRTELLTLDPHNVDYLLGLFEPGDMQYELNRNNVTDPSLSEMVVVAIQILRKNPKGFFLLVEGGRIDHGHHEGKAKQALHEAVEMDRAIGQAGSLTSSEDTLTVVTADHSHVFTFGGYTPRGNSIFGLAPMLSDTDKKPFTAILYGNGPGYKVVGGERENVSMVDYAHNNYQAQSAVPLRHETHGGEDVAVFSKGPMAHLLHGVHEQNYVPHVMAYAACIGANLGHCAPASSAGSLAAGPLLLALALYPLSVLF
PMI act hi M6P – increases human PMI activity with near-saturating mannose 6-phosphate | P34949 | coupled PMI enzyme assay, resazurin fluorescence, 20 min; stronger effect = higher value; 1 = untreated enzyme, 0 = substrate-free blank | activation factor at 20 µM | 190,000 compounds, 0.34% hits | AID 1216;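 active = activation factor of 2 or more at 20 µM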
Target sequence (P34949 whole entry, looked up): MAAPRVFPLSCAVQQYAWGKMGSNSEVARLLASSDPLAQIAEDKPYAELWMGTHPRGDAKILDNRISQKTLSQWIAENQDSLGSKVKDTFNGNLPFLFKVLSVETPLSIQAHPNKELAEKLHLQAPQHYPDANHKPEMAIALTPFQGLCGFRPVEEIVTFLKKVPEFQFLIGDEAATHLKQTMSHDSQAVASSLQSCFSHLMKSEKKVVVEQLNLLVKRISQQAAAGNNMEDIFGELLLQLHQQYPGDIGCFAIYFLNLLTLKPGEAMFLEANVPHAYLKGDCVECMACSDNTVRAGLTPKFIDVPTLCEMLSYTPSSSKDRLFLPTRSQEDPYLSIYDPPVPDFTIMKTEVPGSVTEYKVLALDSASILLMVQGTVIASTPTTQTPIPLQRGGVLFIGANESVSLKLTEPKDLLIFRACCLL
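Material: human phosphomannose isomerase with PGI, G6PDH, diaphorase coupling enzymes / Reagent: Man-6-P substrate 1.0 mM / Dosing: single compound dose of 20 µM, 1% DMSO final / Incubation: enzyme reaction with compound 20 min at room temperature / Signal: resorufin fluorescence (Ex 544/Em 590 nm) from resazurin via diaphorase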
bIAP inhibitor – intestinal alkaline phosphatase (bovine) inhibition | purified bovine IAP, CDP-star luminescence, 30 min | inhibition, % at 20 µM | 190,000 tested, under 10 active | AID 1019;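 active = over 50% inhibition of intestinal alkaline phosphatase at 20 µM in the single-dose screen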
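System: Purified bovine intestinal alkaline phosphatase (IAP) enzyme | Input: IAP diluted 1/65,000,000 in the well | Also added: CDP-star chemiluminescent phosphatase substrate, 30 µM final | Dosing: 20 µM single dose | Times: Enzyme reaction for 30 min at room temperature | Detection: Luminescence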
Diaph inh CS – diaphorase inhibition or chemical oxidation counter-screen | diaphorase resazurin-to-resorufin fluorescence, NADH, 16 min; bacterial (C. kluyveri) enzyme, not human | inhibition, % at 20 µM | 190,000 compounds, 0.69% hits | AID 1217;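 active = primary screen inhibition at 20 µM above a set limit, cut at about 50% in these data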;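 also: plate controls were DMSO with full reaction for no effect and wells lacking NADH for full effect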
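controls = No-NADH positive control and DMSO neutral control | system = Clostridium kluyveri diaphorase enzyme | timing = reaction incubation of 16 min at room temperature | signal = resorufin fluorescence 544/590 nm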
TNAP act hiacc – TNAP (human) activation, high acceptor; purified TNAP, CDP-star luminescence, 1 M DEA, 30 min; stronger effect = higher value; 0 = EDTA background, 1 = DMSO-only activity; activation factor at 20 µM; 200,000 tested, under 10 active;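 active = activation factor at least 2 at 20 µM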
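Test system – human TNAP · Doses – 20 µM single point · Incubation – 30 min, room temperature · Signal – luminescent substrate turnover signal · Read-out basis – activation factor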
TNAP inh hiacc – inhibitors of human TNAP at high phosphate acceptor concentration; inhibition, % at 20 µM; P05186; purified TNAP, CDP-star luminescence, 1 M DEA; 200,000 compounds, 0.03% hits;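 active = over 50% inhibition of tissue-nonspecific alkaline phosphatase at 20 µM in the single-dose screen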;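 also: plate controls were DMSO wells for no effect and EDTA-quenched wells as full inhibition for full effect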
bIAP act – intestinal alkaline phosphatase (bovine) activation; purified bovine IAP, CDP-star luminescence, 30 min; stronger effect = higher value; fold of DMSO-control signal, blank-subtracted; activation factor at 20 µM; 200,000 compounds, 0.17% hits; AID 1016;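 active = activation factor of 2 or more at 20 µM, a signal rise over negative controls twice the positive control's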
L major viab – Leishmania major promastigote growth inhibition | Leishmania major promastigotes, resazurin fluorescence viability | inhibition, % at 10 µM | 200,000 compounds, 9% hits; in the data active = inhibition above about 50%;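 also: promastigotes grown with compound for 44 hours at 28 °C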
PMI activator – activators of human phosphomannose isomerase; P34949; purified human PMI, coupled resazurin fluorescence, 20 min; stronger effect = higher value; 1 = vehicle control, 0 substrate-free wells; activation factor at 20 µM; 190,000 compounds, 0.005% hits; AID 1214;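 active = activation factor of 2 or more at 20 µM, relative to plate controls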
Diaphorase act – diaphorase activation or chemical reduction counter-screen; Diaphorase/resazurin coupled assay, resorufin fluorescence, 16 min; stronger effect = higher value; 1 = vehicle wells, 0 = NADH-free wells; activation factor at 20 µM; 190,000 compounds, 0.005% hits;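 active = diaphorase activity raised at least twofold by the compound at 20 µM; inactive = activation factor below 2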
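Assay system: bacterial diaphorase enzyme (C. kluyveri) / Input: enzyme 0.07 U/mL final / Medium: 50 mM HEPES pH 7.4 with 4.542 mM MgCl2, 0.005% Tween 20 / Doses: single compound dose of 20 µM, 1% DMSO final / Incubation: 16 min enzyme reaction, ambient temperature / Signal: fluorescence, excitation 544 nm and emission 590 nm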
Starred values were filed as active, the others as inactive. Not a hit list; about 10% have a hit in one of these screens.

SMILES	TNAP inh no acc	PMI act hi M6P	bIAP inhibitor	Diaph inh CS	TNAP act hiacc	TNAP inh hiacc	bIAP act	L major viab	PMI activator	Diaphorase act
O=C1CCCCC1Sc1nnc(Cc2cccs2)n1CCc1ccccc1 (centres undefined)	-5	1	7	15	1.1	-11	0.9	11	1	0.9
CCCNS(=O)(=O)/C=C/c1ccccc1	-1	0.9	-7	9	1	-1	1.1	-7	0.9	0.9
CCCS(=O)(=O)N1CCN(C(=O)c2cc(OC)cc(OC)c2)CC1	1	0.8	2	14	1	2	1	-4	0.8	0.9
OC1(c2ccc(F)cc2)CSC(=Nc2cccnc2)N1Cc1ccco1 (centres undefined)	-4	0.9	-1	-2	1	2	1	20	1	1
O=C(NCc1ccco1)C1CCCN(S(=O)(=O)c2cccc3nonc23)C1 (centres undefined)	-6	1	10	8	1	1	0.9	-1	0.9	0.9
O=C(CC1C(=O)NCCN1Cc1cccc(Oc2ccccc2)c1)NCc1cccnc1 (centres undefined)	-9	0.8	-11	20	1.1	-6	1.1	-5	1	0.8
CCCC(CCC(=O)Nc1ccc(S(N)(=O)=O)cc1)C(=O)O (centres undefined)	2	1	9	3	1	-4	0.9	0	1	1
O=c1c2ccccc2nnn1CCO	-7	0.9	-6	11	1	-4	1.1	-4	0.9	0.9
CCn1nccc1C(=O)Nc1nccs1	3	0.9	9	10	1	-1	0.9	2	0.9	0.9
CCn1c(SCC(N)=O)nc2c(c1=O)C1(CCCC1)Cc1ccccc1-2	-11	0.8	8	27	1	-3	0.9	3	0.8	0.7
CCC1(CC)NC(=O)N(CC(=O)Nc2ccc(S(=O)(=O)N3CCOCC3)cc2)C1=O	-10	1	-27	-9	1.1	-5	1.3	2	1	1.1
Cc1ccc(S(=O)(=O)c2c(C)cc(C)nc2Oc2cccc(C)c2C)cc1	-4	0.9	0	19	1	1	1	0	0.9	0.8
CSc1nsc(SCC(=O)N2CCCc3ccccc32)n1	-4	0.9	12	18	1	1	0.9	10	0.9	0.8
O=C(NCc1ccccc1)[C@@H]1C[C@H]1[C@@H](NP(=O)(c1ccccc1)c1ccccc1)c1ccccc1	-26	1	7	14	1	-2	0.9	0	1	0.9
CCCCC12CN3CC(C)(CN(C1)C31C(=O)N(C)c3ccc(C)cc31)C2=O (centres undefined)	-8	1.1	10	11	1	-2	0.9	2	1.1	0.9
Cc1ccc(Nc2nnc(SCC(=O)Nc3ncc(S(=O)(=O)c4ccc([N+](=O)[O-])cc4)s3)s2)cc1	-7	1.1	-2	-2	1	3	1	55*	1	1
O=C(COc1ccccc1)Nc1ccc(Cl)cn1	-8	1	13	-5	1	-4	0.9	0	1	1.1
O=C(CN1CCN(Cc2cccc(Cl)c2)C1=O)NCc1cccs1	-6	0.9	8	13	1	-1	0.9	-8	1	0.9
CCOC(=O)C1CCCN(c2nc(C)nc3c2oc2ccccc23)C1 (centres undefined)	-9	1	4	22	1	-4	1	9	0.9	0.8
CCOC(=O)C(NC(=O)NCc1ccc(OC)cc1)(OCC)C(F)(F)F (centres undefined)	-10	1	14	3	1	3	0.9	-6	1	1
CN(c1ncnc(N)c1[N+](=O)[O-])C1CCS(=O)(=O)C1 (centres undefined)	-11	1.1	-9	7	1.1	-6	1.1	-5	1.1	0.9
CCOC(=O)c1cnc(-c2ccccc2)nc1N(C)C	-4	1	3	9	1	-3	1	5	0.9	0.9
Fc1ccc(OCCOCCOc2cccc3[nH]ccc23)cc1	-2	0.9	22	-8	1	-2	0.8	11	1	1.1
Cc1nc(COC(=O)c2ccc(S(=O)(=O)N3CCCC3)cc2)cs1	-11	1.1	-1	-6	1.1	-8	1	-4	1.1	1.1
O=C(N/N=C/c1c[nH]c2ccccc12)c1[nH]c2ccc(Br)cc2c1-c1ccccc1	-26	0.9	29	4	1.1	-6	0.7	3	0.9	1
O=C(NC1=NCCS1)c1sc2cc(F)ccc2c1Cl	4	1.1	12	-7	0.9	8	0.9	8	1	1.1
CCOC(=O)c1ccc(Oc2nc(NC(C)(C)C)nc(N(C)C)n2)cc1	-2	1	-9	3	1	3	1.1	17	1	1
CC(NC(=O)c1cc(F)c(F)cc1Cl)c1ccncc1 (centres undefined)	-7	0.9	-6	6	1	-2	1.1	-6	0.9	0.9
CCCCC(=O)NCCNc1nc2c(c(=O)n(C)c(=O)n2C)n1Cc1ccccc1	-2	1	0	12	0.9	7	1	9	0.9	0.9
Cn1cc(S(=O)(=O)CC(=O)Nc2ccc3c(c2)OCCO3)c2ccccc21	-9	0.5	9	9	1.1	-7	0.9	0	1	0.9
O=C(NC(=S)N1CCN(c2ccc([N+](=O)[O-])cc2)CC1)c1ccccc1Cl	7	1	8	29	1	4	0.9	4	1	0.7
CCS(=O)(=O)c1ccc2oc(Nc3ccccc3C)nc2c1	3	1	10	3	1	-4	0.9	-7	1.1	1
COc1cc(CN2CCN(c3cccc(C)c3C)CC2)cc(OC)c1O	-9	0.8	-3	28	1	-4	1	26	0.7	0.7
CCOc1cccc(-c2nn3c(-c4cc(C)[nH]n4)nnc3s2)c1	-19	0.9	-39	13	1	-2	1.4	15	0.9	0.9
O=C(COC(=O)CCC(=O)Nc1nccs1)NCc1ccco1	-11	1	-9	0	1	-4	1.1	-4	1	1
COc1ccc(NC(=O)CSCc2ccccc2C)cc1	-17	1	5	17	1.1	-6	0.9	38	1.1	0.8
CC1=NOC(=O)/C1=C\c1ccc(-c2cccc(Cl)c2)o1	-2	0.6	0	-6	1	0	1	97*	0.7	1.1
COc1ccc2nc(NC(=O)c3ccc(NS(=O)(=O)c4cccs4)cc3)sc2c1	-15	0.8	47	24	1	-2	0.5	20	0.8	0.8
COc1ccnc(Oc2cc(Cl)cc(Cl)c2)c1C#N	-8	0.9	-14	15	1.1	-5	1.1	-5	0.8	0.8
COc1ccccc1C(=O)NN=C1CCN(Cc2ccccc2)CC1	-3	1.1	-2	2	1	1	1	-2	1.1	1
CC(=O)c1ccccc1OC(=O)CCN1C(=O)C2C3C=CC(C4CC34)C2C1=O (centres undefined)	-9	0.4	-3	19	1	-4	1	-7	0.9	0.8
O=C(Nc1ccccn1)c1cccs1	-4	1.2	-1	-16	1.1	-12	1	-2	1.1	1.2
CCCCC(CC)CNC(=O)C1CC=CCC1C(=O)O (centres undefined)	-17	1	22	10	1	-3	0.8	36	1	0.9
CCOc1ccc(-n2nc3c(SCCN4CCCC4)nnc(C)c3c2C)cc1	2	0.9	-2	12	1	-2	1	9	1	0.9
CCOC(=O)C(=NC(C)C)NNc1cc(Cl)ccc1Cl	-5	1.2	4	18	1	-2	1	-5	1.1	0.8
CC(C)NC(=O)Cn1cc(C(=O)C2CC2)c2ccccc21	-1	1	-2	16	1	-2	1	-4	1	0.8
COC(=O)c1cccc(NC(=S)NC(C)C)c1	2	0.9	-2	9	1	-1	1	-3	0.9	0.9
COc1ccc(-n2ccnc2SCC(=O)NCc2ccc3c(c2)OCO3)cc1	0	1.1	6	-9	1.1	-6	0.9	-4	1	1.1
COc1ccc(NC(=O)c2ccc(-n3cccn3)nc2)cc1	6	1	8	7	1	1	0.9	-5	1.1	0.9
COc1ccc(NC(=O)Cn2nnc(C(=O)NCc3ccc4c(c3)OCO4)c2N)cc1	-16	1	-4	3	1	-1	1	-6	1	1
Additional entries:
SMILES	TNAP inh no acc	PMI act hi M6P	bIAP inhibitor	Diaph inh CS	TNAP act hiacc	TNAP inh hiacc	bIAP act	L major viab	PMI activator	Diaphorase act
CCCc1nn(CCc2ccccn2)c(N)c1CC	-14	1	3	9	1.1	-6	1	-6	0.9	0.9
CC(=O)c1cccc(CN2CCN(Cc3ccc(C)cc3)C(CCO)C2)c1 (centres undefined)	-5	0.6	-9	16	1	-1	1.1	79*	0.9	0.8
CCC1CCCN1Cn1cnc2c([nH]c3ccc(OC)cc32)c1=O (centres undefined)	-14	0.9	-9	0	1	-2	1.1	66*	0.9	1
Cc1csc(SCC(=O)Nc2cccc(S(=O)(=O)N3CCCC3)c2)n1	-8	1.1	-1	2	1	-1	1	2	1	1
Cc1sc2nc(CSc3ccc([N+](=O)[O-])cc3)[nH]c(=O)c2c1C	-9	1.2	8	2	1.1	-7	0.9	-7	1.2	1
CCc1cccc2c(=O)c(C(=O)N3CCOCC3)c[nH]c12	-16	1	14	13	1.1	-9	0.9	2	1	0.9
